Gal4-VP16 FLuc: counter-screen for ROR gamma inhibitors: Gal4-VP16 reporter; AID 2546; Drosophila S2 Gal4-VP16 UAS-luciferase, luminescence, 20 h; Potency, µM (series often up to 53.6 µM), for the others: top-dose activity, negative = inhibition, hits mostly inhibitors; actives 3.5% (n = 310,000);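 further: Gal4-VP16 expression switched on by copper sulfate through the metallothionein promoter; potency means the concentration at half of the fitted maximal effect; on the % scale 0 is the no-effect control and ±100 the full control effect; nearly all actives have a fitted effect of over 50% in size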
KCNH2 3.1 inh: blocks the human KCNH2 3.1 channel isoform | U2OS KCNH2 3.1, thallium flux FluxOr; hits give low values | activity change, % (tested at about 1.8 µM) | actives 0.95% (n = 340,000) | AID 720553;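 active means maximum activity change below -70%; inconclusive means maximum activity change from -70% to -50%; inactive means maximum activity change above -50%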;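 further: thallium influx rate constant from kinetic fluorescence after stimulation buffer; on the % scale 0 is the no-effect control and ±100 the full control effect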
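Steps: virus added to U2OS suspension (4 h, RT, dark); medium with 10% FBS added, cells plated, 37 C overnight; FluxOr/Red40 loading buffer 45 min RT; stimulation buffer, 2 min kinetic read; rate constant normalized.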
MBNL1 CUG block: MBNL1-poly(CUG) RNA binding inhibition; TR-FRET MBNL1-His/biotin-(CUG)12 binding, 665/545 ratio; Potency, µM (titrated, usually from 57.5 µM), inactives show at the highest dose activity change, negative = inhibition, hits mostly inhibitors; actives 0.036% (n = 280,000); active means well fitted inhibition curve with a large enough effect in the signal ratio, with a control signal flat, not every such curve was filed as active; inconclusive means small, poorly fitted or top-dose-only effect, or effect the other way, or a change in a side signal; inactive means no such curve, though single readings can be large or run the other way; the % refers to the signal ratio; further: potency means the concentration at half of the fitted maximal effect; on the % scale 0 is the no-effect control and ±100 the full control effect
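Compound titration spanned 92 nM–58 uM against the MBNL1-His/biotin-(CUG)12 complex. After 60 min at room temperature with 5 nM streptavidin-XL665 and 0.055 ng/ul terbium anti-His, ratiometric 665/545 nm emission (Ex 340 nm) normalized to controls.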
ELG1 DNA repair: ELG1-dependent DNA repair inhibition; HEK293T ELG1-luciferase reporter, luminescence, 16 h; DNA damage induced by 5-fluorouridine; Potency, µM (series often up to 46.1 µM), without a hit: at the top dose activity change, negative = inhibition, actives largely listed as inhibitors; actives 2.3% (n = 330,000); AID 504467; further: potency means the concentration at half of the fitted maximal effect; on the % scale 0 is the no-effect control and ±100 the full control effect; nearly all actives have a fitted effect of over 55% in size
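Reporter activity after DNA damage by 5-fluorouridine is monitored. Compound-treated cells incubate 16 hr at 37 °C, then ONE-Glo is added for 30 min before luminescence reading.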
PKM2 act: activators of human pyruvate kinase M2. actives 0.34% (n = 260,000). P14618. purified PKM2, Kinase-Glo ATP luminescence, activation; response scale: 0% is enzyme alone, no compound. Potency, µM (top dose mostly 57.5 µM), for inactives: at the top dose activation, most hits filed as activators; further: potency means the concentration at half of the fitted maximal effect; on the % scale 0 is the no-effect control and ±100 the full control effect; nearly all actives have a fitted effect of over 55% in size
Target sequence (P14618 whole entry, looked up): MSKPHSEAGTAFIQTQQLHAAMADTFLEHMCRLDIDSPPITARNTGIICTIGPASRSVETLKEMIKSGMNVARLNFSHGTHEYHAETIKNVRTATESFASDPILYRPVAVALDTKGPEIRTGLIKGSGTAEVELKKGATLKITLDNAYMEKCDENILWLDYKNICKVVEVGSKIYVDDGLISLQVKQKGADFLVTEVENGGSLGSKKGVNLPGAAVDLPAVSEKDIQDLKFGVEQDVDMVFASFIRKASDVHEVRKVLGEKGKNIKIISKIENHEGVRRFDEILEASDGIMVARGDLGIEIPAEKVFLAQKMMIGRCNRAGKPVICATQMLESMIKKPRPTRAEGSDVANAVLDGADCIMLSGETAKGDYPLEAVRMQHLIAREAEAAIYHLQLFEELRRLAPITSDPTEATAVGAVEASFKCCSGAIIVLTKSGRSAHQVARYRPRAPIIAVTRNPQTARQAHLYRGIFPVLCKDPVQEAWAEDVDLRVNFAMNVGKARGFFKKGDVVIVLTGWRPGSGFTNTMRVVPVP
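Purified hPK-M2 (>95%) run at intermediate activity with 0.1 mM ADP and 0.5 mM PEP in 50 mM imidazole pH 7.2, KCl, MgCl2; 1 h room temperature. ATP formed read by Kinase-Glo luminescence; normalized to uninhibited and no-enzyme controls.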
Rab9 promoter act: activates the Rab9 promoter | Huh7 Rab9 promoter-luciferase reporter, luminescence, 24 h | Potency, µM (top dose mostly 9.22 µM), inactives show top-dose activation, negative = inhibition, usual class: activators | actives 2.8% (n = 320,000); further: potency means the concentration at half of the fitted maximal effect; % of control where 0% means no effect; nearly all actives have a fitted effect of over 60% in size
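Huh7 cells stably carrying a Rab9 promoter-luciferase reporter, 1500 cells per well in OP-MEM I with 10% FBS, treated with compound 24 hours at 37C. Luciferase activity read by luminescence after 10 minutes with Amplite reagent.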
NPC1 promoter act: NPC1 promoter activation; Huh7 NPC1 promoter luciferase reporter, 24 h; Potency, µM (doses to about 9.22 µM), for inactives: at the highest dose activation, actives largely listed as activators; actives 2.4% (n = 320,000);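 further: potency means the concentration at half of the fitted maximal effect; % of control where 0% means no effect; nearly all actives have a fitted effect of over 60% in size; reporter is driven by a mutant NPC1 promoter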
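Cells: Huh7 expressing luciferase under the NPC1 promoter, 1500/well. Seeded 2 h, compound added, incubated 24 h at 37 °C. Luciferase reagent, 10 min ambient, then luminescence.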
Mito fusion yeast: blocks mitochondrial division or promotes mitochondrial fusion. S. cerevisiae fusion-defective mutant growth rescue, CellTiterGlo 48 h. AID 485298. actives 0.23% (n = 320,000). Potency, µM (series often up to 46.1 µM), for inactives: at the highest dose growth rescue (activation), actives largely listed as activators;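 further: potency means the concentration at half of the fitted maximal effect; % of control where 0% means no effect; nearly all actives have a fitted effect of over 45% in size; temperature-sensitive fusion mutants such as fzo1-1 at 37 °C on non-fermentable ethanol glycerol medium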
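Compounds are tested for their ability to restore growth of mitochondrial fusion-defective yeast strains at non-permissive 37C in YPEG medium over 48 hours. Viability is quantified by luciferase luminescence.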
FLuc counter: inhibits or activates purified firefly luciferase, miR-21 counter-screen; purified FLuc, Km substrates, luminescence inhibition; P08659; Potency, µM (series often up to 57.5 µM), without a hit: at the highest dose activity change, negative = inhibition, most hits filed as inhibitors; actives 6.9% (n = 360,000);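 further: potency means the concentration at half of the fitted maximal effect; plate controls were vehicle for no effect and reference inhibitor for full effect; nearly all actives have a fitted effect of over 55% in size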
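Biochemical qHTS of compounds, final roughly 60 µM downward over six points, against 10 nM purified firefly luciferase using Km concentrations of substrates (10 uM D-luciferin, 10 uM ATP) in Tris acetate pH 7.5 buffer; luminescence output.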
Menin MLL FP TR: inhibitors of human menin-MLL interaction, mutant MLL peptide; Menin + Texas Red MLL mutant peptide, fluorescence polarization; Potency, µM (highest dose often 61.6 µM), for inactives: at the highest dose FP activity change, negative = inhibition, usual class: inhibitors; actives 0.23% (n = 270,000); AID 1768; active means well fitted inhibition curve with a large enough effect in the polarisation, with a control signal flat, not every such curve was filed as active; inconclusive means small, poorly fitted or top-dose-only effect, or effect the other way, or a change in a side signal; inactive means no such curve, though single readings can be large or run the other way; the % refers to the polarisation; further: potency means the concentration at half of the fitted maximal effect; % of control where 0% means no effect; many of its hits are not listed in these tables
RORgamma inh: inhibitors of mouse ROR gamma transcriptional activity. AID 2551. P51450. actives 5.4% (n = 310,000). Drosophila S2 Gal4-RORgamma UAS-luciferase reporter, 20 h. Potency, µM (doses to about 53.6 µM), for inactives: at the highest dose activity change, negative = inhibition, usual class: inhibitors; further: potency means the concentration at half of the fitted maximal effect; on the % scale 0 is the no-effect control and ±100 the full control effect; nearly all actives have a fitted effect of over 60% in size
Target sequence (P51450 whole entry, looked up, the tested form may be a part): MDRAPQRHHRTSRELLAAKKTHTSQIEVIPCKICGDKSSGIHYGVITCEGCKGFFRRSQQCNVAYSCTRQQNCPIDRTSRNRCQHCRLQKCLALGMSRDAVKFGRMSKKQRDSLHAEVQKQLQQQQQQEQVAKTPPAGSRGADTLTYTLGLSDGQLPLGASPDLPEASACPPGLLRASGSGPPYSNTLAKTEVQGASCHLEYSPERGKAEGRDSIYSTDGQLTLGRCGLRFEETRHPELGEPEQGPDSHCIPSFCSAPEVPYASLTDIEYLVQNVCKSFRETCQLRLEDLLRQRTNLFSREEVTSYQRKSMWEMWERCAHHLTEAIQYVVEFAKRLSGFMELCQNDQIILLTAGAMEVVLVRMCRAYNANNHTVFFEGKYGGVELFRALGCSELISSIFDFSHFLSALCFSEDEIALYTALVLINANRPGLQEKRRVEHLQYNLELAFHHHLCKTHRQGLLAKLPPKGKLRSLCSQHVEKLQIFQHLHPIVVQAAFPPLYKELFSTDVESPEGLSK
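Luciferase reporter read in Schneider cells carrying Gal4-RORγ (mouse) and UAS-Photinus luciferase; cells given compound 1 h before 700 uM copper sulfate induction, then incubated 20 h at ambient temperature.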
The depositor's hits bear a star; u = inconclusive; x = no result given; [ ] = remark or other dose. Unless noted, the call rests on the fitted dose curve; in most records, active means well fitted curve in the direction sought with a large enough effect; inconclusive means small, poorly fitted or top-dose-only effect, or another doubt; inactive means no such curve, though single readings can be large; an effect the other way counts as inactive or inconclusive. This is a subset, so the mix of outcomes need not match the whole.

Molecule | Gal4-VP16 FLuc | KCNH2 3.1 inh | MBNL1 CUG block | ELG1 DNA repair | PKM2 act | Rab9 promoter act | NPC1 promoter act | Mito fusion yeast | FLuc counter | Menin MLL FP TR | RORgamma inh
COC(=O)c1ccccc1NC(=O)Cn1nc(C(F)(F)F)c2c1CCC2 | 3.8% | 6.9 | 1.6% | 0.3% | -4.4% | 6.6% | -4.1% | 13.2% | 1.2% | -8.0% | -16.0%
CCN(CC)CCCN=Cc1c(O)n(-c2cccc(C)c2)c(=O)c2ccccc12 | -7.4% | 1.4 | 7.2% | u | -2.5% | -3.8% | 0.2% | 5.0% | 0.8% | x | 5.9%
NCCNC[C@@H]1COC2(CCCCCCCCCCC2)O1 | 2.4% | -12.3 | -0.9% | u | -3.3% | -16.3% | -5.9% | -5.8% | 1.2% | x | -32.9%
Cc1noc(C)c1CSc1nnc(-c2c[nH]c3ccccc23)n1-c1ccc(Cl)cc1 | -20.7% | 3.6 | 13.1% | u | u | -10.4% | 0.8% | -1.2% | 5.2% | u | -22.9%
CCOc1ccc2nc(Cl)sc2c1 | -3.0% | -0.1 | -0.4% | 2.8% | -10.4% | 4.3% | 0.7% | -0.3% | -11.3% | -14.2% | -16.1%
COc1ccc(OC)c2nc3c(cc12)CCC3 | u | 5.4 | 16.4% | -6.9% | x | 28.5% | u | 3.3% | -2.5% | -18.9% | 15.8µM*
O=C(CN1CCN(c2ccccc2O)CC1)Nc1ccc(S(=O)(=O)N2CCCCCC2)cc1 | x | -17.7 | x | u | x | 0.1% | -7.6% | 9.8% | 3.2% | x | x
O=C(c1cc(-c2cccnc2)nc2ccc(Cl)cc12)N1CCN(S(=O)(=O)c2cccs2)CC1 | -2.4% | x | -5.3% | -2.6% | 0.7% | -0.6% | 0.9% | -0.8% | 1.9% | x | -2.1%
O=C(CCn1c(=S)oc2ccccc21)NC1CCCCCC1 | -3.9% | 3.6 | x | -12.5% | -3.3% | -3.1% | u | 5.4% | -1.1% | x | -4.6%
CC(C)CC(=O)Nc1c(C(=O)N2CCN(Cc3ccccc3)CC2)oc2ccccc12 | 21.8% | 0.5 | -1.0% | -16.2% | x | -1.8% | -1.7% | -4.9% | -0.9% | u | 9.4%
N#Cc1c(N)c(C#N)c(-c2ccc(O)cc2)c2c1CCCC2 | u | 9.7 | 49.9%[activator] | u | -1.2% | 0.2% | -0.3% | 13.1% | -1.1% | 4.6% | -0.8%[10 µM]
Cc1ccc(NC(=S)NNC(=O)c2cn(C)nc2C)cc1 | -2.3% | -4.0 | 0.7% | u | -1.7% | -8.6% | -0.7% | -1.9% | 0.5% | -7.1% | 11.2µM*
COc1cccc(NC(=S)N(CCCN2CCCC2)Cc2ccco2)c1 | -2.1% | -4.6 | -4.8% | 7.3% | x | -0.5% | -4.0% | -9.5% | 0.7% | 3.8% | -2.0%
O=c1c2c3c(sc2n2cnnc2n1-c1ccccc1)N(Cc1ccccc1)CCC3 | -0.1% | 9.6 | u | 6.4% | -0.3% | 0.4% | -2.5% | 0.1% | 3.2% | -0.7% | 9.7%
CCOc1ccc(NC(=O)CCC(=O)NNC(=O)Nc2ccc(Cl)cc2)cc1 | 5.1% | 9.1 | -0.4% | 17.8% | 2.0% | 1.5% | -1.7% | -7.1% | -14.3% | -21.0% | -0.2%
Cc1ccc(-c2c(C(=O)N/N=C/c3ccc(C)o3)nnn2-c2nonc2N)cc1 | 11.2µM* | 25.2 | 22.6% | 1.0% | x | 0.2% | 1.1% | -1.0% | -7.9% | x | 7.94µM*
CN(c1ccccc1)S(=O)(=O)c1cccc(NS(=O)(=O)c2cccc(C(=O)O)c2)c1 | x | -3.0 | x | 0.2% | x | 1.2% | 3.4% | 3.1% | -1.9% | x | x
COc1ccc(NC(=O)CC(C)=O)c(OC)c1 | 0.5% | 1.6 | 1.2% | 11.8% | -4.2% | -0.4% | 1.9% | 3.5% | -1.6% | -16.3% | 21.3%
CC(OC(=O)c1ccco1)C(=O)NCc1cccs1 (stereo not given) | -12.6% | 3.0 | u | 20.9% | -14.9% | -2.8% | 1.7% | 3.6% | -2.0% | -2.2% | 3.6%
NS(=O)(=O)c1ccc(NC(=O)COC(=O)C23CC4CC(CC(C4)C2)C3)cc1 | u | -3.7 | u | -0.2% | -20.0% | 0.2% | -0.6% | -0.7% | -3.1% | 3.4% | u
O=C(CS(=O)(=O)c1ccc2ccccc2c1)N1CCCCCC1 | 7.7%[10 µM] | 5.5 | 8.6% | 4.7% | -1.3% | 1.3% | 0.9% | -3.0% | -14.8% | -0.2% | 24.5%
COc1cc(C)c(Cl)c(C)c1S(=O)(=O)NCc1cccnc1 | -13.6% | 7.9 | -3.5% | 0.0% | u | -5.8% | 17.2% | 6.6% | -1.2% | -2.9% | 8.2%
COc1cccc(NC(=O)Nc2nnc(CC(=O)Nc3ccccc3)s2)c1 | -4.4% | 8.7 | -2.0% | u | -5.5% | -1.1% | -5.1% | -3.6% | -1.9% | x | 8.7%
COCCN(CCOC)S(=O)(=O)c1ccc(OC)cc1 | -19.8% | -4.3 | -7.3% | 4.3% | -10.1% | -0.6% | 3.1% | -2.0% | -6.7% | 7.2% | 2.7%
N/C(=N\OC(=O)COc1ccc(Br)cc1Cl)c1ccncc1 | -4.1% | 11.1 | u | u | -14.8% | 3.55µM* | 3.55µM* | 13.0% | 6.75µM* | 11.1% | -2.7%
N#Cc1ccccc1/C=C/C(=O)N1CCOCC1 | -1.7% | 7.7 | 11.9% | 1.9% | 0.9% | -3.1% | 1.8% | 1.6% | 6.4% | -9.1% | 4.8%
COc1ccc(-n2c(Cc3cccn3C)nnc2SCC(=O)Nc2ccc3c(c2)OCO3)cc1 | -14.4% | -4.3 | -2.1% | u | -0.5% | 1.2% | 0.4% | -0.2% | 0.3% | 0.5% | 5.8%
CN(CCC#N)C(=O)COC(=O)c1nn(-c2ccccc2)c(=O)c2ccccc12 | 11.5% | 15.4 | u | -16.6% | -2.8% | 2.2% | -0.8% | 7.7% | 4.6% | 14.6% | 19.4%
CC(=O)N(c1ccc(C(C)C)cc1)C1C=CS(=O)(=O)C1 (stereo not given) | -17.2% | 3.8 | -10.0% | 14.2% | -21.4% | -2.2% | 5.2% | -2.7% | -1.5% | 1.3% | -2.1%
O=C(Cc1c[nH]c2ccccc12)Nc1ccccc1N1CCOCC1 | -5.7% | x | -7.0% | 8.8% | -3.1% | -2.2% | -6.6% | -4.7% | 6.4% | 4.5% | 1.0%
Cc1ccc(CS(=O)(=O)CCC(=O)NCCN2CCCCC2C)cc1 (stereo not given) | 6.3% | 3.3 | -6.6% | 14.0% | -0.2% | 6.9% | -4.5% | -4.0% | 4.3% | u | -4.0%
O=C(Cc1ccccc1)NNC(=O)Nc1ccccc1 | -4.2% | -0.1 | -11.9% | 6.6% | 1.6% | 1.9% | -2.2% | 5.7% | 16.9µM* | 1.6% | 15.6%
CCOC(=O)c1sc(-c2ccccc2)cc1N | x | -48.3 | 26.3% | u | -1.7% | u | u | -2.1% | 13.5µM* | u | -15.7%[0.365 µM]
Cc1ccc(S(=O)(=O)N2CCOCC2)cc1C(=O)Nc1ccccc1N1CCOCC1 | x | -3.0 | x | 1.0% | x | -9.0% | -1.0% | 1.9% | -1.4% | x | x
C=CCn1c(-c2cccs2)nc2nc3ccccc3nc21 | 11.0% | 2.6 | u | -0.6% | -8.1% | 29.6% | 28.6% | 2.8% | 19µM* | -4.4% | 11.6%
COc1cccc(CNS(=O)(=O)c2ccc3c(c2)N(C(C)=O)CCS3)c1 | 2.9% | -30.8 | 1.8% | -7.7% | x | -5.0% | 0.6% | -1.8% | -0.3% | x | 29.6%
Cc1nn2cc(-c3ccc(Cl)cc3)nc2s1 | -24.0% | -1.7 | 6.9% | u | -2.1% | 0.316µM* | 0.316µM* | -2.4% | 1.2µM* | 16.9% | 28.0%
CCOc1ccc(/C(O)=C2/C(=O)C(=O)N(CCOCCO)C2c2cccnc2)cc1 (stereo not given) | 0.8% | -6.5 | 40.2%[activator] | 9.9% | 0.3% | -12.9% | -1.6% | 1.3% | 1.3% | -0.1% | 4.0%
